PI4K2A inh – qHTS for small molecular inhibitors of PI4K2A; Phosphatidylinositol 4-kinase type 2-alpha (Homo sapiens), Q9BTU6; purified PI4K2A, ADP-Glo luminescence, 1 h; active compounds read low; activity change, negative = inhibition, % at 76.9 µM; actives 0.13% (n = 420,000); AID 1346378, 2018; in the data active = activity change below about -50%;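 also: -100% = wells without enzyme as full effect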
Target sequence (Q9BTU6 whole entry, looked up): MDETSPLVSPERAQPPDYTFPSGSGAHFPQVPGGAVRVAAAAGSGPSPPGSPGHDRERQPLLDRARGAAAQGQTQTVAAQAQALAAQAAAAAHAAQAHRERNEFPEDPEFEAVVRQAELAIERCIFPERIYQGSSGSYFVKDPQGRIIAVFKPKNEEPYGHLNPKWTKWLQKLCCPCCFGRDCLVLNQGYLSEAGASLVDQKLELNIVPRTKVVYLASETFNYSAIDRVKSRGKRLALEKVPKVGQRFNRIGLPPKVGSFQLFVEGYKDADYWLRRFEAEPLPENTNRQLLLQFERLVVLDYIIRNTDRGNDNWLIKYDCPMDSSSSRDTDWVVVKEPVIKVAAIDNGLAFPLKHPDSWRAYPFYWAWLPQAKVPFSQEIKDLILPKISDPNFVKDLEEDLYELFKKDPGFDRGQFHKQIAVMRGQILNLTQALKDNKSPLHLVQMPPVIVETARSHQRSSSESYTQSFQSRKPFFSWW
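Compounds are screened against recombinant PI4K2A using PI as substrate and ATP, the latter dispensed at 300 microM. Reactions run one hour at ambient temperature before ADP-Glo detection; full inhibition defined by wells lacking enzyme.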
* marks the source's active call; other numbers are inactive results; & = joins results of further samples.

SMILES	PI4K2A inh
CC(=O)C1=CCC(c2ccccc2)N(S(=O)(=O)c2ccccc2)C1 (stereo unspecified)	-1.0&-6.3
CC(=O)C1=CCC(c2cccc3ccccc23)N(S(=O)(=O)c2ccc(C)cc2)C1 (stereo unspecified)	0.6
COc1ccc(C(O)c2nc(-c3cc(F)cc(F)c3)cs2)cc1 (stereo unspecified)	-1.5
N#Cc1cccnc1N1CCN(C(C(=O)NC2CCCC2)c2ccco2)CC1 (stereo unspecified)	-0.5
COC(=O)Cn1c2ccccc2c(=O)n1C(C)C	-4.8
C[C@H]1[C@@H](NC(=O)Cc2ccsc2)CC[C@@]23CCCN2C(=O)CCC[C@@H]13	3.8
c1ccc2c(-c3cccc4nccn34)cncc2c1	-1.4
CCCC1CCC2(CCC(=O)N2CCSc2ccccc2)CC1 (stereo unspecified)	-0.3
CCCCCCCCN1C(=O)[C@H](CC(=O)N2CCCCC2)C[C@@]2(C(=O)OC)CCCCC=C12	-3.3
COC(=O)[C@@]12C[C@@H](CC(=O)NCc3ccc(OC)c(OC)c3)C(=O)N(Cc3ccco3)C1=CCC(C)(C)C2	8.3
CCOC(=O)[C@@]12CCC3=C1N(CCC3)C(=O)[C@H](CC(=O)N1CCN(C(=O)c3ccco3)CC1)C2	8.6
CN(C)CC(=O)N[C@@H]1CC[C@@H](CCNS(=O)(=O)c2ccccc2)O[C@@H]1CO	4.3
CC1(C(=O)NCc2ccccc2)CN(S(C)(=O)=O)CC(=O)N1CCc1ccccc1F (stereo unspecified)	-4.4
CCCCCCC/C=C(\C)[C@@H](O)[C@@H](C)C(=O)N1CCC[C@@H]1C(=O)O	-6.5
CCCC/C=C/c1cccc2nncn12	-2.8
CC(C)C[C@@H]1Cc2[nH][nH]c(=O)c2[C@H](c2ccc(Cl)cc2)O1	-2.9
CCCCc1oc2ccc(NS(C)(=O)=O)cc2c1C(=O)c1ccc(OCCCN(CCCC)CCCC)cc1	0.2
CC(C)(C)c1cc(C=O)cc(C(C)(C)C)c1O	1.1
CC1(Oc2ccc(-n3ccnc3)cc2)CCN(Cc2cccn2-c2nccs2)C1 (stereo unspecified)	-1.2
NC(Cc1ccccc1)c1csc(Nc2nncc3ccccc23)n1 (stereo unspecified)	-0.2
CCCCNC(=O)C1(C)CCCCN1C(=O)c1cc(OC)ccc1Br (stereo unspecified)	-2.6
Cc1cccc(CCNC(=O)c2ccc(Sc3ccccc3Cl)c([N+](=O)[O-])c2)c1	-3.8
CC(=O)Nc1cccc(Nc2cnccn2)c1	-1.0
CC1CCCCc2nc3c(c(=O)n21)CCCC3 (stereo unspecified)	1.7
Cc1ccccc1CN1CC2=C(CCN(Cc3ccccc3)C2=O)N2CCN=C12	-3.0
Cn1c(=O)c2cc(NC(=S)NC3CC3)ccc2n1Cc1cccc(C(F)(F)F)c1	1.4
CC(C)[C@@H]1Cc2[nH][nH]c(=O)c2[C@H](c2ccc(F)cc2)O1	-1.0
CC1(C(=O)NS(=O)(=O)c2cccc(Cl)c2)CCN1C(=O)C1CC1 (stereo unspecified)	0.7
COc1cccc(CNC2CCC23CCC(C)CC3)c1 (stereo unspecified)	1.6
O=C(Nc1ccccc1[N+](=O)[O-])NC1CCCCN(Cc2ccc(Cl)cc2)C1=O (stereo unspecified)	0.7
Cc1cn(-c2cc(NC(=O)c3ccc(C)c(Nc4nccc(-c5cccnc5)n4)c3)cc(C(F)(F)F)c2)cn1	1.0
CC(=O)CC[C@H]1CC[C@]2(CCCN(C(=O)c3ccccc3)C2)O1	-1.8
Cc1nc2ccc(C(=O)N3CCC(O)(Cc4ccccc4)CC3)cn2c1N(C)C(=O)CCc1ccccc1	5.2
COc1cc(-c2cc(NC=O)c3ncc(-c4ccc(F)cc4)n3c2)cc(OC)c1OC	2.0
Nc1nc2c(ncn2[C@@H]2O[C@H](CNCc3ccccc3)[C@@H](O)[C@H]2O)c(=O)[nH]1	-4.1
CC(C)NC(=O)C1(C)CSCC(=O)N1Cc1ccco1 (stereo unspecified)	-5.2
COC(=O)[C@]12CCCCC=C1N(Cc1ccc(OC)cc1)C(=O)[C@@H]2CC(=O)N1CCC(c2ccccc2)CC1	3.3
COc1cccc(-c2oc3c(c2C#CCCO)C(O)CCC3)c1 (stereo unspecified)	-7.0
O=C(CC1c2ccccc2C=C(c2ccsc2)N1c1ccc(-c2cccnc2)cc1)C1CC1 (stereo unspecified)	-5.1
CCOC(=O)[C@]12CCCC=C1N(CCc1ccc(OC)c(OC)c1)C(=O)[C@H](CC(=O)NCc1ccccc1)C2	-0.8

Some of these compounds in order of the PI4K2A inh value, low to high.
SMILES	PI4K2A inh
COc1cccc(-c2oc3c(c2C#CCCO)C(O)CCC3)c1 (stereo unspecified)	-7.0
CCOC(=O)[C@]12CCCC=C1N(CCc1ccc(OC)c(OC)c1)C(=O)[C@H](CC(=O)NCc1ccccc1)C2	-0.8
CC1(C(=O)NS(=O)(=O)c2cccc(Cl)c2)CCN1C(=O)C1CC1 (stereo unspecified)	0.7
Cn1c(=O)c2cc(NC(=S)NC3CC3)ccc2n1Cc1cccc(C(F)(F)F)c1	1.4
COc1cccc(CNC2CCC23CCC(C)CC3)c1 (stereo unspecified)	1.6

(listing goes on)
SMILES	PI4K2A inh
O=C1Nc2ccccc2-n2nnnc2C1N1CCN(C(=O)C2CCCO2)CC1 (stereo unspecified)	1.8
COC(=O)[C@]12C[C@H](CC(=O)NCc3ccccc3)C(=O)N(CCc3ccc(OC)c(OC)c3)C1=C[C@H](COCc1ccccc1)O[C@@H]2C	-0.7
O=C(Nc1nnc([C@@H]2O[C@H](CO)[C@@H](O)[C@H]2O)s1)Nc1cccc2c1CCCC2	2.6
CCOC(=O)[C@]12CCCC=C1N(Cc1ccc3c(c1)OCO3)C(=O)[C@H](CC(=O)NCC1CCCCC1)C2	2.1
CC1=C(C(=O)N(C)C)CC(CC(=O)NCc2cccc3ccccc23)C(=O)N1Cc1ccc(F)cc1 (stereo unspecified)	-3.3
CC(C)(C)OC(=O)NCCCc1ccc2c(c1)[C@]1(CCC[C@@H](OCc3ccccc3)[C@@H]1NC(=O)CCc1ccccc1)C(=O)N2Cc1ccccc1	-7.3
CC(=O)Nc1cccc(-c2csc(C(O)c3ccc(F)cc3)n2)c1 (stereo unspecified)	2.4
CCC(=O)N1Cc2cc(C(=O)N(C)C)nc(-c3cccc(-c4cncnc4)c3)c2[C@@H]1CCO	5.1
O=C(Nc1ccc2c(c1)OCO2)c1csc([C@@H]2C[C@H](O)[C@@H](CO)O2)n1	2.2
CC1(c2nnnn2-c2ccc3ccccc3c2)CSCC(=O)N1C1CC1 (stereo unspecified)	0.3
Cc1ccc(OCc2nc3ccccc3n2C(C)C(=O)Nc2c(C)cccc2C)cc1 (stereo unspecified)	-1.3
CCc1nc2ccc(C(=O)NCCCn3ccnc3)cn2c1N(C)C(=O)C1CCCCC1	-0.6
NC(COCc1ccccc1)c1csc(Nc2ccc(C(=O)NCCO)cc2)n1 (stereo unspecified)	-2.9
COC(=O)c1cc(-c2ccc(C)c3ccccc23)c(=O)n2c1CCC2	0.3
CCc1ccccc1NC(=O)[C@@H]1CCCN1S(=O)(=O)c1cccc2cccnc12	2.8
COC(=O)c1cccc(CC2(C)C(=O)Nc3ccc(OC(F)(F)F)cc32)c1 (stereo unspecified)	-1.5
COC(=O)[C@@]1(Cc2ccc(F)cc2)[C@H]2c3cc(C(=O)N4CCCC4)n(Cc4ccc(Cl)c(C(F)(F)F)c4)c3C[C@H]2CN1C(=O)c1ccccc1	3.0
CCOC(=O)C1CCCN(C(=O)c2ccccc2OC(F)(F)F)CC1 (stereo unspecified)	-4.7
CCCCN(C)C(=O)c1sc(=O)n(CC(=O)c2ccccc2OC)c1C	0.8
Nc1nc2c(ncn2[C@@H]2O[C@H](CNS(=O)(=O)N3CCCC3)[C@@H](O)[C@H]2O)c(=O)[nH]1	-1.4
Nc1nc(CSc2nnnn2-c2ccccc2)nc(Nc2ccccc2)n1	-2.9
O=C1N(c2ccccc2)c2ccccc2[C@]12C[C@H](O)CO2	-2.1
Cc1ccc(S(=O)(=O)N2CCC(=O)N([C@H](COCc3ccc(Cl)cc3)Cc3ccccc3)CC2)cc1	4.3
CCCCNC(=O)C(NC(=O)c1cccc(C(F)(F)F)c1)C(=O)c1ccccc1 (stereo unspecified)	-2.2
CC(C)n1c(=O)c2ccccc2n1Cc1cn(Cc2ccccc2)nn1	0.8
CCNC(=O)C1(C)CCCN(C(=O)c2cc(OC)ccc2Br)C1 (stereo unspecified)	-1.3
CCOC(=O)[C@]12CCCC=C1N(Cc1cccc3ccccc13)C(=O)[C@H](CC(=O)N1CCOCC1)C2	1.0
O=C(CNS(=O)(=O)c1ccccc1)N1CCN(c2ncccn2)CC1	1.6
Cc1ccsc1C(=O)N1CCC1(C)C(=O)NCC(C)(C)C (stereo unspecified)	-5.6
CC(C)Nc1cccnc1N1CCN(C(=O)c2cc3cc(NS(C)(=O)=O)ccc3[nH]2)CC1	-3.7
Cc1ccc(S(=O)(=O)N2[C@H](CC(=O)OCc3ccccc3)OC[C@@H]2C)cc1	-7.6
COc1ccc(NC(=O)c2sc(=O)n(Cc3cccc(C(F)(F)F)c3)c2C)cc1OC	-1.0
COC(=O)[C@]12CCCCC=C1N(Cc1ccc(OC)cc1)C(=O)[C@@H]2CC(=O)NCc1ccc(C)o1	-5.5
Cn1c(N)nc(N)c(NC=O)c1=O	-2.6
CC(C)C[C@H]1CNC(=O)C(=O)N1CC1CCN(CCc2ccccc2)CC1	5.1
Cc1ccccc1NC(=O)Nc1nc(CN(C)C)cs1	2.4
CC=CCn1c(SCCCc2ccccc2)nc2c1c(=O)[nH]c(=O)n2C	2.7
OC(c1ccc(Cl)c(F)c1)c1ncc(-c2ccccc2C(F)(F)F)[nH]1 (stereo unspecified)	-2.4
CC(=O)c1cccc(NC(=O)C2Cc3c(-c4ccc5c(c4)OCO5)ccnc3O2)c1 (stereo unspecified)	-0.6
CC(=O)OCC(=O)[C@@]12N=C(C)O[C@@H]1C[C@H]1[C@@H]3CCC4=CC(=O)C=C[C@]4(C)[C@H]3[C@@H](O)C[C@@]12C	4.1
CC(=O)Nc1cc(-c2cccc(NS(C)(=O)=O)c2)cn2c(-c3ccc(F)c(Cl)c3)cnc12	-2.1
CN(C)c1ccc(NC(=O)Nc2ccc3c(c2)c(=O)n(C)n3Cc2ccc(Cl)cc2)cc1	-6.3
Cc1ccnc(NC(=S)N2CCC(Nc3cccc(C(F)(F)F)c3)CC2)c1	5.9
CCCCCCN1CCN(C2CN(Cc3cn(Cc4ccc(F)cc4)nn3)S(=O)(=O)C2)CC1 (stereo unspecified)	0.3
O=C(c1ccncc1F)N1CCC(n2nnc3ncccc32)CC1	-0.7
COCCCN1C(=O)[C@H](CC(=O)N2CCCC2)[C@]2(C(=O)OC)CCCCC=C12	1.3
Cc1ccc(-c2nc3c(Cl)cc(C(F)(F)F)cn3c2Cc2ccccc2C(F)(F)F)cc1	6.8
Fc1ccc(-c2nc3c4ccccc4ccn3c2Cc2ccccc2C(F)(F)F)cc1	-3.9
CCOC(=O)c1noc2c1CCC2	7.0
CCCS(=O)(=O)NC(=O)C1(C)CCCN(C(=O)c2ccc(SC(F)(F)F)cc2)C1 (stereo unspecified)	-0.7
O=c1c(-c2ccco2)nc2ccccc2n1C(CCc1ccccc1)c1nc2ccccc2[nH]1 (stereo unspecified)	-10.5
COc1ccc(-n2nnnc2C(CCc2ccccc2)N2CCN(C/C=C/c3ccccc3)CC2)cc1 (stereo unspecified)	-0.4
Cc1nc(NC(=O)C(C)(C)C)sc1C(=O)Cn1cc(-c2ccc(C(C)(C)C)cc2)nn1	6.0
CO[C@@H]1[C@@H](OC(N)=O)[C@@H](O)[C@H](Oc2ccc3c(O)c(NC(=O)c4ccc(O)c(CC=C(C)C)c4)c(=O)oc3c2C)OC1(C)C	-0.2
O=C(NCc1ccccc1)Nc1ccccc1C(=O)N1CCCC1	1.1
O=C(c1cc(Cl)cc(Cl)c1)N1CCC(Oc2cccnc2)CC1	-4.4
CC(=O)N1CCc2cc(NC(=O)C3(C)CCN3Cc3ccc(C(C)C)cc3)ccc21 (stereo unspecified)	6.9
C[C@H]1CNC(=O)c2c(C(=O)N3CCN(C(=O)OC(C)(C)C)CC3)ncn21	-4.5
CC(C)N1CCCCC(NC(=O)c2ccccc2)C1=O (stereo unspecified)	0.2
COC(=O)c1cc(-c2ccc(Cl)s2)c(=O)n2c1CCC2	-2.7

Some of these compounds in order of molar mass, falling:
SMILES	PI4K2A inh
O=c1c(-c2ccco2)nc2ccccc2n1C(CCc1ccccc1)c1nc2ccccc2[nH]1 (stereo unspecified)	-10.5
Fc1ccc(-c2nc3c4ccccc4ccn3c2Cc2ccccc2C(F)(F)F)cc1	-3.9
C[C@H]1CNC(=O)c2c(C(=O)N3CCN(C(=O)OC(C)(C)C)CC3)ncn21	-4.5
O=C(c1cc(Cl)cc(Cl)c1)N1CCC(Oc2cccnc2)CC1	-4.4
O=C(NCc1ccccc1)Nc1ccccc1C(=O)N1CCCC1	1.1

(more compounds)
SMILES	PI4K2A inh
Cc1ccc(NC(=O)C2(C)CCN2Cc2ccccc2OC(F)F)cc1 (stereo unspecified)	3.1
Cc1ccc(-n2c(SCC(=O)c3ccc4ccccc4c3)nnc2-c2cccnc2)cc1	-2.6
C[C@@H](C1=C(CCN(C)C)Cc2ccccc21)c1ccccn1	2.2
Nc1[nH]c(C(=O)c2ccccc2)c(-c2ccncc2)c1C(=O)NCCc1c[nH]c2ccccc12	-2.3
CC(C)NC(=O)C1(C)CCN1C(=O)c1c(F)cccc1F (stereo unspecified)	0.0
COCC(=O)N[C@H]1CC[C@@H](CC(=O)OC)O[C@@H]1CO	2.9
COC(=O)C1CN(CCc2ccccc2)CCS(=O)(=O)N1Cc1cccc(Cl)c1 (stereo unspecified)	-4.4
Cc1cccc(NC(=O)C2CCN(c3nnc(-n4cccc4)s3)CC2)c1C	-7.6
O=C(Nc1nc2ncccn2c1-c1ccccc1)c1ccc(F)cc1	1.5
COc1ccc(C(C)=O)cc1Cn1c(C)c(C(=O)NC2CC2)sc1=O	5.5
O=C(NCc1ccccc1)c1cc(C2CCCN(C(=O)C3CCCCC3)C2)on1 (stereo unspecified)	-1.3

High-throughput results as filed in PubChem.

Only part of the results is shown; the hit share may differ from the screen's.
